Assay outcomes from PubChem BioAssay.
PMI activator: activators of human phosphomannose isomerase; P34949; 190,000 compounds, 0.005% hits; activation factor at 20 µM; AID 1214; purified human PMI, coupled resazurin fluorescence, 20 min; hits give high values; 1 = vehicle control, 0 substrate-free wells;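 active = activation factor of 2 or more at 20 µM, relative to plate controls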
L major viab: reduces viability of Leishmania major promastigotes. resazurin fluorescence viability. inhibition, % at 10 µM. 200,000 compounds, 9% hits; in the data active = inhibition above about 50%;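 note: promastigotes grown with compound for 44 hours at 28 °C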
HMGR II inh: inhibitors of class II HMG-CoA reductase from Enterococcus faecalis; 190,000 compounds, 0.41% hits; purified E. faecalis HMGR, NADPH absorbance 340 nm kinetic; inhibition, % at 10 µM;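 active = inhibition above a set limit, the median over all tested compounds plus 3 SD, cut at about 9.5% in these data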;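 note: enzyme runs in reverse so mevalonate oxidation gives rising NADPH absorbance; 0% = complete reaction with DMSO and 100% = background rate lacking mevalonate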
PMI act hi M6P: increases human PMI activity with near-saturating mannose 6-phosphate; P34949; coupled PMI enzyme assay, resazurin fluorescence, 20 min; hits give high values; 1 = untreated enzyme, 0 = substrate-free blank; activation factor at 20 µM; 190,000 compounds, 0.34% hits; AID 1216;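 active = activation factor of 2 or more at 20 µM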
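assay system = human phosphomannose isomerase with PGI, G6PDH, diaphorase coupling enzymes | quantity = 15 ng/mL PMI | incubation = enzyme reaction with compound 20 min at room temperature | medium = HEPES pH 7.4 buffer with MgCl2 and Tween-20 | compound dosing = one concentration, 20 µM, in 1% DMSO | measured by = Diaphorase-driven resazurin-to-resorufin fluorescence, excitation 544, emission 590 nm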
TNAP inh hiacc: TNAP (human) inhibition, high acceptor; P05186; inhibition, % at 20 µM; 200,000 compounds, 0.03% hits; purified TNAP, CDP-star luminescence, 1 M DEA;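 active = over 50% inhibition of tissue-nonspecific alkaline phosphatase at 20 µM in the single-dose screen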;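 note: plate controls were DMSO wells for no effect and EDTA-quenched wells as full inhibition for full effect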
Target sequence (P05186 whole entry, looked up): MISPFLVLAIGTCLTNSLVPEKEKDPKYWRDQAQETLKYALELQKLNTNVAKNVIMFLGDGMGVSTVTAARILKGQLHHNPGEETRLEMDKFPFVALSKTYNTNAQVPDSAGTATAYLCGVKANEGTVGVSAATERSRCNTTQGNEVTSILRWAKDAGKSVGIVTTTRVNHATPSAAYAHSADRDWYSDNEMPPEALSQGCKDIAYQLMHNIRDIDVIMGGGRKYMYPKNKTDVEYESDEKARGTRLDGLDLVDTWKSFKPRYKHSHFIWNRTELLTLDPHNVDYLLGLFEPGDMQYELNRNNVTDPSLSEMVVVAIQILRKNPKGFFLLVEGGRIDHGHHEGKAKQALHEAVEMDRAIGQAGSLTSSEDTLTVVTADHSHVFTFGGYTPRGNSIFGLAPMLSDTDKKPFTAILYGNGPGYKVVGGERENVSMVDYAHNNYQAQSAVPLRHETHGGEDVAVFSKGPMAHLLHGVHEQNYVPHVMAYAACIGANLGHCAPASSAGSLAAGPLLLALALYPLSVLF
S1P3 antag: antagonists of human S1P3 receptor | Q99500 | CHO S1P3 NFAT-BLA reporter, FRET fluorescence, antagonist mode | inhibition, % at 4.98 µM | 170,000 compounds, 0.27% hits;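 active = inhibition above the plate cutoff, the mean inhibition of test wells on that plate plus 3 SD, cut at about 28% in these data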;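 note: cells challenged with S1P at its EC80 of 0.8 µM; blue over green emission ratio from cleaved BLA substrate after 4 h stimulation; 0% = S1P-stimulated wells and 100% = unstimulated DMSO-only wells; some compounds past the cut are filed as inactive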
Target sequence (Q99500 whole entry, looked up): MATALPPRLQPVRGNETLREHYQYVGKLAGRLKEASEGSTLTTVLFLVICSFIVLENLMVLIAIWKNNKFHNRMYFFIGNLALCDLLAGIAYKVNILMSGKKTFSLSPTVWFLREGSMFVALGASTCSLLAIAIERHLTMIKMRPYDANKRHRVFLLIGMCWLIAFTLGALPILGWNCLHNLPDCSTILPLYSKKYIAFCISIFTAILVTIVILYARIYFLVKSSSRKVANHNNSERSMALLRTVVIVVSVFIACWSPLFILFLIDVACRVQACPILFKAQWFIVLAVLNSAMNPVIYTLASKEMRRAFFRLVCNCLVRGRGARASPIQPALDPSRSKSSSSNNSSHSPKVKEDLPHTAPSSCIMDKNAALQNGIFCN
Hsp70 activator: transcriptional activators of Hsp70. HeLa Hsp70 promoter luciferase reporter, luminescence; scaled: vehicle 0, proteasome-inhibitor control 100%. 200,000 compounds, 0.04% hits. activation, % at 10 µM. AID 1203;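 active = activation above the mean across all tested compounds plus 3 SD, cutoff set per campaign, cut at about 5.5% in these data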;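 note: 100% = MG132 at 30 µM as the positive control and 0% = DMSO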
RAM inhibit: yeast RAM network inhibition; 190,000 compounds, 1.8% hits; inhibition, % at 50 µM; S. cerevisiae dse1pr::URA3 reporter, 5-FOA growth OD615, 2 d; analog-sensitive cbk1-as2 kinase mutant strain;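 active = inhibition above a set limit, 3 SD over mean compound inhibition, cut at about 8.4% in these data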;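 note: 0% = DMSO-only wells with no growth and 100% = 10 µM 1-NA-PP1 full growth; inhibition rescues growth on 5-FOA so higher OD means more RAM inhibition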
TNAP inh noacc: blocks human TNAP activity with no phosphate acceptor present. P05186. purified TNAP, CDP-star luminescence, 30 min. inhibition, % at 20 µM. 200,000 compounds, 0.26% hits. AID 1012;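 active = tissue-nonspecific alkaline phosphatase inhibition above about 50% at 20 µM in the single-dose screen, limit read from the data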;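 note: 0% = DMSO negative control and 100% = EDTA positive control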
DTT redox prof: compounds producing H2O2 with reducing agent – biochemical, NIH compound library profiling, artefact control for MLSCN library redox annotation, primary screen; DTT-dependent redox cycling H2O2, phenol red/HRP absorbance; 100% = 100 µM peroxide control, 0% = buffer; activation, % at 10 µM; 200,000 compounds, 0.03% hits;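 active = activation of at least 50% relative to the plate's high and low controls in the primary single-dose screen; inactive = activation below 50%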;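 note: compound incubated with DTT at 0.8 mM final as the reducing agent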
Active calls of the source: *; . = no result given.

Letters: A = PMI activator; B = L major viab; C = HMGR II inh; D = PMI act hi M6P; E = TNAP inh hiacc; F = S1P3 antag; G = Hsp70 activator; H = RAM inhibit; I = TNAP inh noacc; J = DTT redox prof
> O=C(c1cccs1)c1cn(CC(=O)N2CCc3ccccc3C2)c2ccccc12
  A: 1.1; B: -1; C: 1; D: 1.1; E: -4; F: -13; G: -0.4; H: 1.1; I: -7; J: 3.7

> CN(C)c1ccc(C=NCCC2(O)CCOC(C)(C)C2)cc1 (stereo unspecified)
  A: 1.1; B: -5; C: -3; D: 0.9; E: 1; F: .; G: 0.1; H: 2.9; I: -8; J: 0.5

> Cc1ccccc1NC(=S)N(C)C1(c2ccccc2Cl)CCCCC1=O (stereo unspecified)
  A: 0.9; B: -4; C: -2; D: 1; E: -5; F: .; G: 0.0; H: 4.2; I: -10; J: -2.6

> O=c1c(-c2cc3ccccc3o2)[n+]([O-])c2ccccc2n1OCc1ccccn1
  A: 0.9; B: -1; C: -7; D: 0.8; E: 2; F: .; G: 0.1; H: 1.4; I: -3; J: 0.6

> Cc1ccc(-n2c(N)c(Br)c(=O)[nH]c2=O)cc1C
  A: 0.9; B: 3; C: -11; D: 0.9; E: 0; F: -14; G: -0.2; H: 1.9; I: -7; J: 0.5

> Cc1nn(-c2ccccc2)c(C)c1/C=N/O
  A: 1; B: -8; C: -7; D: 1; E: 0; F: 9; G: -0.3; H: 0.0; I: -11; J: -4.5

> O=C(/C=C/c1ccc(F)cc1)N1CCN(S(=O)(=O)/C=C/c2ccccc2)CC1
  A: 1.1; B: -2; C: -1; D: 1.1; E: -2; F: -21; G: -0.1; H: 4.7; I: -7; J: 0.2

> Cc1cccc(NC(=S)NC(C)(C)CC(C)(C)C)c1
  A: 1; B: 28; C: 4; D: 1; E: -4; F: -3; G: 0.0; H: -0.1; I: -13; J: -1.9

> O=C(CSc1nnnn1-c1ccccc1F)NNC(=O)c1ccco1
  A: 1; B: -5; C: 2; D: 1; E: -4; F: -25; G: -0.2; H: 3.4; I: -31; J: 1.6

> CCn1c(CNC(=O)c2ccc(OC)c(OC)c2)nnc1SCC(=O)Nc1ccc(OC)cc1
  A: 1; B: -7; C: 0; D: 1.1; E: -6; F: -17; G: -0.2; H: -0.7; I: -12; J: 0.0

> COc1ccc(-c2nnc(SCC(=O)c3cc(C)n(Cc4cccs4)c3C)o2)cc1
  A: 0.8; B: -3; C: 3; D: 0.9; E: -2; F: -31; G: 0.2; H: 2.4; I: -10; J: 2.6

> Cc1c(Cc2ccccc2)c(=O)oc2cc(OCc3ccc(C(=O)O)cc3)ccc12
  A: 1; B: -7; C: 1; D: 0.9; E: -9; F: -12; G: -0.4; H: 3.5; I: -11; J: -0.2

> CC(C)CCOc1ccc(/C=C2\CCn3c2nc2cc(C(=O)O)ccc2c3=O)cc1
  A: 1; B: 5; C: 7; D: 1; E: -3; F: -8; G: -0.2; H: 4.1; I: 0; J: 0.2

> Cc1[nH]c2ccccc2c1C(=O)CSc1n[nH]c(N)n1
  A: 1.1; B: -5; C: 2; D: 1; E: -4; F: -4; G: -0.2; H: 0.0; I: -6; J: -0.9

> CN(C(=O)COC(=O)c1ccc2c(=O)n3c(nc2c1)CCC3)c1ccccc1
  A: 1; B: -4; C: -4; D: 0.9; E: -3; F: -5; G: -0.3; H: -0.8; I: -7; J: -0.6

> O=S(=O)(/N=C(/Nc1cc(N2CCOCC2)ncn1)c1ccccc1)c1ccccc1
  A: 0.9; B: -3; C: -5; D: 0.9; E: -1; F: 2; G: -0.3; H: 3.5; I: -14; J: 0.3

> COc1cc(/C=N\Nc2ccc([N+](=O)[O-])cn2)ccc1OCC(=O)O
  A: 0.8; B: 4; C: -6; D: 1.1; E: 14; F: -13; G: 0.1; H: 2.3; I: 8; J: 0.3

> CC(C)N1C(=O)NC2(c3ccccc3)N(C)C(=O)N(C)C12c1ccccc1 (stereo unspecified)
  A: 1; B: -4; C: -4; D: 1; E: -5; F: -18; G: -0.5; H: 0.0; I: -12; J: -0.4

> O=C(c1cc(N2C(=O)C3C4CCC(C4)C3C2=O)ccc1Cl)N1CCN(c2ccccc2)CC1 (stereo unspecified)
  A: 0.9; B: 72*; C: 2; D: 0.9; E: -5; F: 1; G: 0.1; H: 0.5; I: -9; J: 0.5

> CCCCNC(=O)Cn1cnc2ccc(S(=O)(=O)N3CCC(C)CC3)cc2c1=O
  A: 1.1; B: -4; C: -2; D: 1.1; E: -6; F: -11; G: -0.1; H: 2.7; I: -8; J: -3.8

> c1ccc(SCCc2ccncc2)cc1
  A: 1; B: -2; C: -5; D: 1; E: -1; F: .; G: -0.3; H: 2.2; I: -10; J: 0.9

> CN(CCc1ccccn1)Cc1ccc(Cl)cc1Cl
  A: 1; B: -9; C: 1; D: 1.1; E: -3; F: 12; G: 0.0; H: -0.5; I: 4; J: 1.9

> COc1ccc(NC(=O)/C(=C\c2cccs2)NC(=O)c2ccco2)cc1
  A: 0.9; B: 1; C: -1; D: 1; E: 0; F: -19; G: 0.3; H: 2.0; I: 5; J: -0.4

> CCNS(=O)(=O)c1ccc(NC(=O)Nc2cccc(C(F)(F)F)c2)cc1
  A: 0.8; B: 31; C: -2; D: 0.8; E: -5; F: 7; G: 0.0; H: 4.6; I: -12; J: 0.4

> Cc1ccc(C)c(-c2cc(C(=O)NCc3cccs3)c3ccccc3n2)c1
  A: 1; B: 7; C: -3; D: 1; E: -4; F: .; G: -0.3; H: 2.6; I: 4; J: 2.5

Letters: A = PMI activator; B = L major viab; C = HMGR II inh; D = PMI act hi M6P; E = TNAP inh hiacc; F = S1P3 antag; G = Hsp70 activator; H = RAM inhibit; I = TNAP inh noacc; J = DTT redox prof
> c1cc2cn[nH]c2cc1NC1CCCCCC1
  A: 0.4; B: 20; C: 2; D: 0.4; E: 2; F: -20; G: -0.1; H: 1.0; I: -3; J: 1.3

> O=C(NCCN1CCN(C(=O)C(c2ccccc2)c2ccccc2)CC1)C(=O)Nc1ccccc1
  A: 1.1; B: 1; C: 2; D: 1; E: -6; F: .; G: -0.2; H: 0.1; I: 2; J: 0.7

> CC(=O)NCc1ccc(S(=O)(=O)N/N=C/c2ccc(N(C)C)cc2)cc1
  A: 1; B: -8; C: -5; D: 1.1; E: 0; F: 7; G: 0.0; H: 1.6; I: -14; J: -0.1

> O=C(O)c1cc(NS(=O)(=O)c2ccc(N3CCCCC3)c([N+](=O)[O-])c2)cc(C(=O)O)c1
  A: 0.9; B: 77*; C: -5; D: 0.9; E: 6; F: 0; G: -0.3; H: 1.9; I: -1; J: -0.8

> CCC(=O)Nc1nnc(-c2ccco2)o1
  A: 1.1; B: 0; C: -5; D: 1.1; E: -6; F: -13; G: -0.3; H: 1.9; I: -18; J: -1.0

> COc1ccccc1Cc1noc(C(C)(C)NC(=O)c2ccccc2)n1
  A: 1; B: 33; C: -2; D: 1; E: -8; F: 5; G: 0.1; H: 1.4; I: -14; J: -1.1

> COc1cccc(C2=NC(C)(C)NC(c3ccccc3O)C2)c1 (stereo unspecified)
  A: 0.9; B: 97*; C: 4; D: 0.9; E: 3; F: 6; G: -0.3; H: 2.7; I: 0; J: -0.5

> CCCC(=O)N1CCCC(c2nc(-c3cccc(OC)c3)no2)C1 (stereo unspecified)
  A: 0.9; B: 8; C: 1; D: 0.9; E: -1; F: -18; G: 0.4; H: 3.0; I: -6; J: 0.0

> CCn1c(SCC(=O)Nc2nonc2C)nnc1-c1ccoc1C
  A: 1; B: -6; C: -4; D: 0.9; E: -6; F: -46; G: -0.3; H: 1.9; I: -13; J: 1.9

> NC(=O)NCc1ccccc1F
  A: 1; B: -6; C: -1; D: 1; E: -2; F: -19; G: 0.1; H: 2.8; I: -4; J: -0.7

> Cn1c(C(=O)Nc2ccc3c(c2)OCO3)cc2sccc21
  A: 1; B: 12; C: -6; D: 0.8; E: -7; F: -13; G: 0.3; H: 1.7; I: -22; J: 2.5

> CCCN(CC1CC1)C(=O)CSc1ncnc2sc(C)c(C)c12
  A: 1; B: 1; C: -6; D: 1; E: 0; F: .; G: -0.6; H: 14*; I: -16; J: 0.1

> CNC(=O)CSc1nnc(-c2ccc(S(=O)(=O)N3CCCC3)cc2)n1-c1cccc(C)c1C
  A: 0.9; B: 16; C: 1; D: 0.9; E: -1; F: -3; G: -0.2; H: -0.3; I: -5; J: 1.3

> CCCS(=O)(=O)N1CCC(C(=O)NC2CCCCC2C)CC1 (stereo unspecified)
  A: 1; B: -4; C: 1; D: 1; E: -8; F: 20; G: -0.2; H: 0.9; I: -13; J: -0.4

> O=C(CN1CCc2ccccc2C1)Nc1ccccc1N1CCCCCC1
  A: 0.9; B: 31; C: 2; D: 1.2; E: -6; F: -3; G: -0.4; H: -0.6; I: -7; J: -3.7

> CCOC(=O)c1c(/N=C/c2cc([N+](=O)[O-])ccc2O)sc(C)c1C
  A: 0.9; B: -10; C: -5; D: 1; E: 8; F: 10; G: 0.2; H: -1.2; I: 23; J: 0.0

> O=C(O)c1ccccc1C(=O)N1N=C2/C(=C/c3cccc([N+](=O)[O-])c3)CCCC2C1c1cccc([N+](=O)[O-])c1 (stereo unspecified)
  A: 1; B: 13; C: -10; D: 1; E: 3; F: 11; G: -0.3; H: 4.6; I: 79*; J: -1.2

> COc1ccc(N(CC(=O)Nc2ccc3c(c2)OCO3)S(=O)(=O)c2c(C)nn(C)c2C)cc1
  A: 0.9; B: 46; C: 3; D: 0.8; E: 2; F: -14; G: -0.2; H: 3.6; I: -10; J: -0.4

> CCc1ccc(Oc2nc([N+](=O)[O-])nn2C)cc1
  A: 1; B: 13; C: 1; D: 1; E: -8; F: 13; G: 0.1; H: 2.6; I: -4; J: -0.6

Given as labelled records: two of the compounds above
Compound: CC(=O)NCc1ccc(S(=O)(=O)N/N=C/c2ccc(N(C)C)cc2)cc1
  PMI activator = 1
  L major viab = -8
  HMGR II inh = -5
  PMI act hi M6P = 1.1
  TNAP inh hiacc = 0
  S1P3 antag = 7
  Hsp70 activator = 0.0
  RAM inhibit = 1.6
  TNAP inh noacc = -14
  DTT redox prof = -0.1
Compound: CCCC(=O)N1CCCC(c2nc(-c3cccc(OC)c3)no2)C1 (stereo unspecified)
  PMI activator = 0.9
  L major viab = 8
  HMGR II inh = 1
  PMI act hi M6P = 0.9
  TNAP inh hiacc = -1
  S1P3 antag = -18
  Hsp70 activator = 0.4
  RAM inhibit = 3.0
  TNAP inh noacc = -6
  DTT redox prof = 0.0

Ordered by value in Hsp70 activator (rising): 5 of the compounds above
Compound	Hsp70 activator
CC(C)N1C(=O)NC2(c3ccccc3)N(C)C(=O)N(C)C12c1ccccc1 (stereo unspecified)	-0.5
O=S(=O)(/N=C(/Nc1cc(N2CCOCC2)ncn1)c1ccccc1)c1ccccc1	-0.3
O=C(CSc1nnnn1-c1ccccc1F)NNC(=O)c1ccco1	-0.2
CN(CCc1ccccn1)Cc1ccc(Cl)cc1Cl	0.0
COc1ccc(NC(=O)/C(=C\c2cccs2)NC(=O)c2ccco2)cc1	0.3
